Bcl-2 Bim block: disrupts Bim peptide binding to human Bcl-2; P10415; Bead-based flow cytometry, Bim peptide-Bcl-2 binding; inhibition, % at 10 µM; hit rate 0.06% among 190,000; AID 950; in the data active = inhibition above about 40%; inconclusive = no clear call, values can overlap the other calls;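 note: 0% = no compound wells with probe peptide and 100% = reference peptide inhibitor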
GSH bead fluor: compound fluoresces at 488/530 nm on GSH beads | GSH beads flow cytometry, compound fluorescence 488/530 nm; stronger effect = higher value | fluorescence (KMESF) at 10 µM | hit rate 0.25% among 190,000 | AID 1776; in the data active = fluorescence above about 89;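 note: glutathione beads carrying GST-tagged Bcl family fusion proteins plus one bare bead set; values are compound well signal with DMSO vehicle wells as background; inactives centre near 16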
ABCG2 block: blocks JC-1 efflux by human ABCG2 transporter | inhibition, % at 6.6 µM | hit rate 0.1% among 190,000 | IgMXP3 cells, flow cytometry | Q9UNQ0;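 active = inhibition above 80%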;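 note: 0% = DMSO and 100% = nicardipine control wells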
Target sequence (Q9UNQ0 whole entry, looked up): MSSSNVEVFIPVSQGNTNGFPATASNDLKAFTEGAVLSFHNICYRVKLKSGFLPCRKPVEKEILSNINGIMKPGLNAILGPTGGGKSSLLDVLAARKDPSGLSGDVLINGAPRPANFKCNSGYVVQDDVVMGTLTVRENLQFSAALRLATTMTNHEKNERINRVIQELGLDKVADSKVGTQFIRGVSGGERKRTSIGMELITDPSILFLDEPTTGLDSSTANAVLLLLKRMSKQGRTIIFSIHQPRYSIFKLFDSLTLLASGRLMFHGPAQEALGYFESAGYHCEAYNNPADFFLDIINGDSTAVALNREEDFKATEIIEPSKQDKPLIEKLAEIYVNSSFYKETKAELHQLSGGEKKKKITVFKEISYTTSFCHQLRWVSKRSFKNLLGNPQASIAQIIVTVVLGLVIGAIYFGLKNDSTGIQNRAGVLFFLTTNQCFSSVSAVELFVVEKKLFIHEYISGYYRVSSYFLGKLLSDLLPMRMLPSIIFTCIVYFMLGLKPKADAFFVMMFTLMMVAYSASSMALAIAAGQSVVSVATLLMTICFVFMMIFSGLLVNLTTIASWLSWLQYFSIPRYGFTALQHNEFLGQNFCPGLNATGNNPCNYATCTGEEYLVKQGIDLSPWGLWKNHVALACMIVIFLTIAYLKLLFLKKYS
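Measure – % inhibition of efflux relative to nicardipine and DMSO · Test system – ABCG2 IgMXP3 and barcoded ABCB1 CCRF-Adr cell mix · Control set – nicardipine as high control, DMSO as low control · Compound – one concentration, 6.6 µM final · Signal – flow cytometry of retained JC-1 fluorescence · Timing – 10 min exposure at 25 °C with rotation, no wash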
RGS8-Gao: modulates binding of RGS8 to human Galphao; multiplexed bead flow cytometry; actives lie on both sides; response (percent of control binding), % at 10 µM; hit rate 0.34% among 220,000; in the data active = response below about 60% or above about 140%; inactive = in between;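 note: Galphao activated as the GDP aluminium fluoride complex binding bead-coupled RGS8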
Bcl-B Bim block: human Bim-Bcl-B interaction inhibition; Q9HD36; bead-based flow cytometry, Bim peptide-Bcl-B binding; inhibition, % at 10 µM; hit rate 0.073% among 190,000;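 note: 0% = tracer peptide without compound and 100% = reference inhibitor peptide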
Bim-Bcl-XL: inhibitors of Bim-Bcl-XL interaction, human; Q07817; Bim peptide-Bcl-XL binding, bead flow cytometry, fluorescence; inhibition, % at 10 µM; hit rate 0.04% among 190,000
Target sequence (Q07817 whole entry, looked up): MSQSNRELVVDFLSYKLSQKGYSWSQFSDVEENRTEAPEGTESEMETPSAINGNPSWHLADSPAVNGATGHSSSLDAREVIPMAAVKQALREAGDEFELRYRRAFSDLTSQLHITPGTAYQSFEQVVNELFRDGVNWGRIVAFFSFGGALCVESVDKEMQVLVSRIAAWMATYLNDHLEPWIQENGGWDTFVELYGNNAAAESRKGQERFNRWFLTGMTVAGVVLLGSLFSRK
RGS4-Gao reg: modulates binding of RGS4 to human Galphao; Multiplexed bead flow cytometry; actives lie on both sides; binding response (% of control), % at 10 µM; hit rate 0.33% among 220,000; AID 1415; in the data active = binding response below about 49% or above about 150%; inactive = in between;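 note: fluorescent Galphao activated with aluminum fluoride binding bead-coupled RGS4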
Bfl-1 Bim block: inhibitors of Bim-Bfl-1 interaction, human; Q16548; Bead-based flow cytometry, Bim-Bfl-1 binding inhibition; inhibition, % at 10 µM; hit rate 0.12% among 190,000;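 note: 0% = wells without compound plus tracer and 100% = blocker peptide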
ABCB1 block: human ABCB1 inhibition, ABCG2 as counter-screen; P08183; CCRF-Adr cells, JC-1 efflux, flow cytometry; inhibition, % at 6.6 µM; hit rate 0.067% among 190,000; AID 1326; in the data active = inhibition above about 40%;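 note: 0% = vehicle and 100% = reference inhibitor; higher value means more JC-1 retained so stronger ABCB1 efflux block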
RGS7-Gao: modulates binding of RGS7 to human Galphao | P09471 | binding response (% of control), % at 10 µM | AID 1439 | hit rate 0.35% among 220,000 | Multiplexed bead flow cytometry; actives lie on both sides; in the data active = binding response below about 49% or above about 150%; inconclusive = no clear call, values can overlap the other calls; inactive = in between;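 note: fluorescent Galphao held in activated GDP-AlF4 state binding bead-coupled RGS7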
Bcl-W Bim block: inhibitors of Bim-Bcl-W interaction, human; Q92843; bead-based flow cytometry, Bim peptide-Bcl-W binding; inhibition, % at 10 µM; hit rate 0.02% among 190,000; AID 952;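 note: 0% = bound tracer without compound and 100% = peptide blocker; higher means less fluorescent Bim peptide bound to Bcl-W beads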
Target sequence (Q92843 whole entry, looked up): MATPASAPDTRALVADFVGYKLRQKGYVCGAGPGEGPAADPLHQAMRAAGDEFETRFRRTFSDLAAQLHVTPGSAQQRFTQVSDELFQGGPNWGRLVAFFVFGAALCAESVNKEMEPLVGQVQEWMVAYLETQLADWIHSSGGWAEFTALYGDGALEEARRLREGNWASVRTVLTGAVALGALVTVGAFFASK
The depositor's hits bear a star; ? = inconclusive; . = not tested or not shown. Cut-off read from the data, not from the text of the source, unless noted: active = inhibition above about 40%.

SMILES	Bcl-2 Bim block	GSH bead fluor	ABCG2 block	RGS8-Gao	Bcl-B Bim block	Bim-Bcl-XL	RGS4-Gao reg	Bfl-1 Bim block	ABCB1 block	RGS7-Gao	Bcl-W Bim block
Cc1cc(C)n(-c2ccc(C(=O)OCC(=O)N(CC(C)C)C3CCS(=O)(=O)C3)cc2)n1 (stereo not drawn)	0	15	3	104	0	-1	102	-1	0.8	98	0
CCOc1ccc(C(=O)NCC(=O)OCC(=O)N2CCC(C)CC2)cc1	-2	13	2	102	3	-4	104	-2	0.4	102	-3
Cc1cccc(NC(=O)C2CC(=O)NC(Nc3nc4ccccc4s3)=N2)c1 (stereo not drawn)	-12	10	-5	105	-7	-6	108	-6	-0.3	103	-3
CCOc1cc([N+](=O)[O-])cc(/C=C2/NC(=O)N(Cc3ccccc3F)C2=O)c1O	-2	11	8	102	-3	-1	102	-3	-0.4	106	0
CCn1c(CSc2nnc(C)n2-c2ccccc2)nc2cc(S(=O)(=O)N(C)C)ccc21	0	5	0	101	0	-6	103	3	0.1	104	-1
CCOC(=O)c1c(C2CC2)csc1NC(=O)CSCc1c(C)noc1C	-8	41	16	103	-4	-8	102	-11	1.1	105	1
CCOC(=O)c1ccc(Nc2nc(C)cc(=O)[nH]2)cc1	?	75	1	112	.	.	110	.	0.1	112	.
Cc1c(NC(=O)C(C)OC(=O)/C=C/c2ccco2)c(=O)n(-c2ccccc2)n1C (stereo not drawn)	-1	9	2	95	-7	-3	95	-6	0.9	?	0
COc1ccc(-c2cc(-c3nnc(COC(=O)CC4CC5CCC4C5)o3)c3ccccc3n2)cc1OC (stereo not drawn)	2	9	7	82	-31	6	90	3	1.3	97	0
CC(=O)OC1C(N2CCCCC2)c2c(ccc(/C=C/C(=O)N3CCCCC3)c2O)OC1(C)C (stereo not drawn)	-5	20	1	102	-6	-2	102	-3	1.0	100	-9
CC(=O)Nc1ccc(NS(=O)(=O)c2ccc(C)cc2)c([N+](=O)[O-])c1	-2	9	0	102	-3	-5	99	-7	0.4	100	-1
O=C(COC(=O)C12CC3CC(CC(C3)C1)C2)NC12CC3CC(CC(C3)C1)C2	0	14	4	99	0	-4	97	-1	1.1	94	-2
CCCCCn1c(=O)c(C(=O)c2ccccc2)nc2ccccc21	-1	25	5	103	-2	0	107	-1	0.7	102	-1
O=C(COC(=O)CCCCCN=C1NS(=O)(=O)c2ccccc21)Nc1ccc(Cl)c(Cl)c1	-9	13	-2	77	-8	-9	94	-3	-0.3	93	-2
CC(=O)NC(CCS(C)(=O)=O)C(=O)Nc1cccc(C)c1C (stereo not drawn)	-5	25	0	103	-5	-5	102	-6	0.1	101	-2
COc1cc(OC)cc(C2=NC3(CCC(C)CC3)NC2=S)c1 (stereo not drawn)	0	19	-1	100	-18	-4	101	-2	0.5	108	-1
CCOC(=O)COc1c(Cl)cc(C2NC(=S)NC(c3ccccc3)=C2C(C)=O)cc1OC (stereo not drawn)	4	4	1	101	-7	-6	92	5	-0.2	95	-1
COc1cccc(CN(C)CC(=O)Nc2sc3c(c2C#N)CCC3)c1	0	13	13	100	-3	-1	100	0	0.8	94	-4
CC(C)C(=O)NNc1ccccc1	-1	9	0	106	-1	0	109	-1	-0.1	103	0
COC(=O)C(C)Sc1nc2c([nH]c3ccccc32)c(=O)n1C (stereo not drawn)	-5	23	2	96	-10	-6	98	0	0.7	107	-5
CN(C)/C=C(/C(=O)c1ccc(Cl)c(Cl)c1)S(C)(=O)=O	1	18	-2	100	-1	0	96	0	-0.8	96	0
Cc1ccc(C2C(=O)N(C3CCC(C)CC3)CC(=O)N2C2CCCC2)cc1 (stereo not drawn)	-9	33	1	103	-9	-2	99	-10	0.1	98	2
CCOC(=O)c1ccc(NC(=O)CN2C(=O)C3C4C=CC(C4)C3C2=O)cc1 (stereo not drawn)	-12	30	3	105	-11	-1	105	-14	-0.8	99	-7
CC1(C)Cc2c(sc3c2C2=NCCN2C=N3)CS1	-11	25	13	103	-11	-9	100	-16	1.5	103	-3
CCOc1ccccc1Cn1c(=O)sc2ccccc21	-3	27	0	101	-4	-1	102	-5	-0.1	?	-2

Among those listed so far, four have an aryl methoxy group:
SMILES	Bcl-2 Bim block	GSH bead fluor	ABCG2 block	RGS8-Gao	Bcl-B Bim block	Bim-Bcl-XL	RGS4-Gao reg	Bfl-1 Bim block	ABCB1 block	RGS7-Gao	Bcl-W Bim block
COc1ccc(-c2cc(-c3nnc(COC(=O)CC4CC5CCC4C5)o3)c3ccccc3n2)cc1OC (stereo not drawn)	2	9	7	82	-31	6	90	3	1.3	97	0
COc1cc(OC)cc(C2=NC3(CCC(C)CC3)NC2=S)c1 (stereo not drawn)	0	19	-1	100	-18	-4	101	-2	0.5	108	-1
CCOC(=O)COc1c(Cl)cc(C2NC(=S)NC(c3ccccc3)=C2C(C)=O)cc1OC (stereo not drawn)	4	4	1	101	-7	-6	92	5	-0.2	95	-1
COc1cccc(CN(C)CC(=O)Nc2sc3c(c2C#N)CCC3)c1	0	13	13	100	-3	-1	100	0	0.8	94	-4

Additional entries follow.
SMILES	Bcl-2 Bim block	GSH bead fluor	ABCG2 block	RGS8-Gao	Bcl-B Bim block	Bim-Bcl-XL	RGS4-Gao reg	Bfl-1 Bim block	ABCB1 block	RGS7-Gao	Bcl-W Bim block
CC1C/C(=N\NC(=O)c2cccnc2)CC(C)(C)C1 (stereo not drawn)	-2	6	1	100	-2	-3	104	-9	-0.1	98	-1
CCN1C(=O)C(CC(=O)Nc2ccc(F)cc2)N(Cc2ccc3c(c2)OCO3)C1=S (stereo not drawn)	-7	15	4	99	-6	-2	100	-7	0.2	?	-1
COc1ccc(-c2[nH]ncc2CN2CCN(C3CCCCC3)C(=O)C2)cc1F	-3	14	6	103	-11	-3	103	-6	0.2	98	-4
COc1ccc(S(=O)(=O)Nc2ccccc2Cl)cc1NC(C)=O	-1	15	0	98	-2	-2	95	-7	0.3	?	-1
CCOC(=O)c1[nH]c2ccccc2c1NC(=O)c1ccc(S(=O)(=O)N2CCOCC2)cc1	3	17	15	.	-1	-3	.	2	0.8	.	-2
CCOC(=O)c1c(C)[nH]c(C)c1C(=O)COC(=O)c1ccc(Cl)c(S(=O)(=O)NCc2ccccc2)c1	-3	12	9	103	-3	-4	103	0	2.2	103	0
COc1ccc(CN2CCN(C(=O)c3ccco3)CC2)cc1	-7	40	-1	100	-5	-11	98	-11	-0.8	97	2
O=C(NC1CCCCC1)C1CCCN(S(=O)(=O)c2cnc[nH]2)C1 (stereo not drawn)	0	14	0	95	-2	-5	98	0	0.2	95	-3
O=C(O)CCNS(=O)(=O)c1ccccc1Br	4	12	3	110	7	-1	103	0	-0.4	104	-1
CCOC(=O)N1CCC(NC(=S)Nc2ccc3nc(N4CCN(C)CC4)cc(C)c3c2)CC1	-1	62	2	88	0	-1	80	0	0.4	94	-1
COC(=O)c1sccc1NC(=O)c1cnc2cc(C)nn2c1C	-2	13	10	99	-3	0	101	-5	1.4	?	0
CN(C)CCCN(C(=O)c1ccc(N2C(=O)CCC2=O)cc1)c1nc2c(F)cccc2s1	-2	16	3	101	-6	-2	104	-4	0.2	103	2
CCN(CC(=O)NC1CCS(=O)(=O)C1)c1ccc(S(C)(=O)=O)cc1[N+](=O)[O-] (stereo not drawn)	-2	15	3	102	-1	-2	107	-1	0.1	103	0
O=[N+]([O-])c1ccc(CSc2nnc(-c3cnccn3)o2)cc1	-4	18	1	101	-4	-1	101	-3	0.2	99	0
O=C(CSc1nc2nn(-c3ccccc3)c(=O)c-2c2n1CCCCC2)NCCc1ccccc1	-2	17	6	97	0	-3	93	-3	0.7	95	-3
CCCCOC(=O)C1=C(C)Nc2ncnn2C1c1ccc(OCC)c(OC)c1 (stereo not drawn)	0	14	3	101	0	-3	101	0	2.6	101	3
CCc1ccccc1NC(=O)Cn1cccc1C1=NC(c2ccccc2)CO1 (stereo not drawn)	5	21	4	102	2	1	106	2	0.7	127	3
O=C1CC(c2cccc(Cl)c2)Cc2nc(N3CCOCC3)ncc21 (stereo not drawn)	-7	53	8	104	-8	-9	105	-7	2.1	106	0
CC(=O)Nc1ccc(-c2csc(NNC(=O)c3ccc(C)cc3)n2)cc1	0	14	-3	102	-4	-1	98	0	-0.9	104	0
COc1ccc(OCCSc2nc3ccccc3n2CC(=O)O)cc1	-4	24	0	103	-4	-1	103	-9	-0.1	98	1
CC1=C(c2ccccc2)[N+](=O)C2(CCCC2)N1[O-]	3	33	0	91	3	2	95	9	0.3	95	8
CCOc1cc(/C=N\Nc2nc(Nc3ccccc3)nc(N3CCOCC3)n2)ccc1OC(=O)c1ccco1	-8	19	-1	102	0	-8	98	-5	-0.1	99	-2
O=C1c2ccccc2C(=O)N1CCCCON1C(=O)c2ccccc2C1=O	-6	12	15	101	-8	-6	101	-14	2.0	100	-1
CCOC(=O)C1(CCc2ccccc2)CCN(C(=O)[C@@H]2C[C@@H](C)NC(=S)N2)CC1	-6	17	2	97	-14	-5	93	-6	0.9	92	0
Cc1cccc(NC(=S)NNC(=O)CC(C)O)c1C (stereo not drawn)	-2	25	2	102	-5	-1	98	0	0.6	98	-3

The list continues.
SMILES	Bcl-2 Bim block	GSH bead fluor	ABCG2 block	RGS8-Gao	Bcl-B Bim block	Bim-Bcl-XL	RGS4-Gao reg	Bfl-1 Bim block	ABCB1 block	RGS7-Gao	Bcl-W Bim block
CC1=C(C)CC(C(=O)NCCc2ccccc2)C(C(=O)O)C1 (stereo not drawn)	-4	14	2	98	-4	-2	98	-11	0.7	99	3
NC(=NCCc1c[nH]c2ccccc12)NS(=O)(=O)c1ccc(F)cc1	-5	10	1	105	-12	-3	98	-1	0.0	105	0
COc1cccc(C(=O)Nc2ccc3nc(N4CCN(c5ncccn5)CC4)cc(C)c3c2)c1OC	11	12	24	101	16	6	98	12	8.5	100	6
CCOC(=O)N1CCN(C(=O)CCSCCc2ccncc2)CC1	-6	13	0	100	-3	-3	101	-2	0.1	98	0
Cc1ccc(S(=O)(=O)N2CCOCC2)cc1NC(=O)COC(=O)CCC(=O)c1cccs1	1	13	5	98	0	-1	99	-1	0.7	99	-1
COc1ccc(N(CC(=O)Nc2c(C)n(C)n(-c3ccccc3)c2=O)S(=O)(=O)c2ccc(F)cc2)cc1	-2	8	2	95	-2	-3	97	0	0.8	96	-3
COc1ccc(C(=O)Nc2cccc(N(C)S(C)(=O)=O)c2)cc1OC	-10	30	25	99	-6	1	101	-11	0.1	103	1
CC(=O)c1ccc(N2CCC(c3cc(-c4ccc(Cl)cc4)n[nH]3)CC2)c([N+](=O)[O-])c1	-2	15	10	101	-2	-2	101	0	0.9	98	-1
CCN(CC)c1cc2nonc2c2nonc12	-3	15	10	99	-1	-2	98	0	1.1	98	2
C/C(CS(=O)(=O)c1ccc(Cl)c(Cl)c1)=N/NC(N)=S	-6	26	3	97	-3	-5	99	-3	0.7	98	-2
CCOC(=O)c1ccccc1NC(=O)c1ccc(NS(C)(=O)=O)cc1	-6	53	2	93	-7	11	93	-15	0.6	93	2
O=C(c1ccccc1)N1CCCC(C(=O)N2CCc3ccccc3C2)C1 (stereo not drawn)	6	17	9	101	-5	-7	102	0	1.7	100	-8
